Screens (PubChem BioAssay)
MC4R antag cAMP: antagonists of human melanocortin 4 receptor (MC4R); MC4R-expressing cells, MTII-stimulated cAMP, LANCE TR-FRET; P32245; AID 540295; actives 0.48% (n = 360,000); inhibition, % at 6.5 µM;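 active = inhibition above its plate's cutoff, the mean of tested wells on that plate plus 3 SD, cut at about 29% in these data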;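 also: 0% = Melanotan II alone and 100% = Melanotan II plus saturating MCL0020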
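Material: human MC4R-expressing U2OS cells. Probe or stimulus: Melanotan II challenge. Dosing: 6.5 µM single dose. Times: 30-min compound, 1-h challenge, 1-h detection, room temperature. Technique: TR-FRET with Eu-cAMP and labeled anti-cAMP, 671 nm. Replication: singlicate.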
MC4R barr agon: human MC4R agonism via beta-arrestin; U2OS MC4R beta-arrestin complementation, luminescence; percent of melanotan II response, DMSO zero; activation, % at 8.9 µM; actives 0.98% (n = 360,000); AID 540308;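 active = activation above a per-plate cutoff, the mean activation of sample wells on that plate plus 3 SD, cut at about 8% in these data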
N-glyco inh: blocks N-linked glycosylation in D54 reporter cells | actives 0.23% (n = 360,000) | AID 588692 | D54 ERlucT glycosylation luciferase reporter, 24 h; percent of 100 nM tunicamycin response | reporter increase, % at 12.5 µM;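 active = mean luciferase reporter signal, scaled so untreated is 0 and the glycosylation-blocking control 100, at or above a set limit in every replicate; inconclusive = mean reaches the limit but not every replicate does; inactive = mean below the limit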;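 also: luciferase carries N-glycosylation sites so blocking glycosylation raises the light; 0% = median of neutral control wells and 100% = median of 100 nM tunicamycin wells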
CaV13 FRET inh: Disruptors of the CACNA1D IQ motif to Ca2+-dependent inactivation inhibitor domain association, primary screening, Förster resonance energy transfer in intact living …. HEK cells, CFP/YFP FRET ICDI-IQ, plate reader, 10 min; percent FRET-ratio fall versus neutral wells. inhibition, % at 12.3 µM. actives 0.098% (n = 340,000). AID 743397;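 active = mean replicate inhibition of at least 30% and at least 1% of replicates passing that level; inconclusive = only one of the two criteria is met; inactive = neither criterion is met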;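 also: 0% = median of the neutral control wells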
Exocytosis inh: blocks lytic granule exocytosis. TALL-104 LAMP-1 surface exposure, flow cytometry; cells stimulated with thapsigargin and PMA. inhibition, % at 10 µM. actives 0.66% (n = 360,000). AID 651702;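 active = inhibition above about 55%, limit read from the data; inconclusive = no clear call, values can overlap the other calls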
Cardio protect: protects H9c2 cardiomyocytes from peroxide injury. H2O2 injury protection, ATPLite, 2 h. protection from H2O2 cell death, % at 20 µM. actives 0.63% (n = 360,000). AID 588492;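 active = compounds giving at least 50% protection of heart cells from peroxide-induced death in the single-dose screen, raw or plate-pattern-corrected value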;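 also: 0% = DMSO wells with peroxide and 100% = DMSO wells without peroxide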
ABHD5 PLIN5 PPI: inhibitors of human ABHD5-perilipin-5 interaction | Split G. princeps luciferase complementation, luminescence, 4 h | inhibition, % at 4 µM | actives 0.78% (n = 360,000) | AID 602281;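 active = inhibition above the mean inhibition across every tested compound plus 3 SD, cut at about 22% in these data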;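 also: 0% = DMSO only wells and the 100% control is not disclosed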
PDI turbidity: blocks human protein disulfide isomerase activity. PDI insulin aggregation turbidity, A650, 90 min. inhibition, % at 10 µM. actives 0.052% (n = 350,000). AID 588391;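 active = mean inhibition across replicates of 30% or more, whatever share of single replicates reach that level; inconclusive = mean inhibition below 30% while every single replicate reaches 30%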;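 also: absorbance from insulin aggregation driven by PDI reduction with DTT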
ABCB6 inh MLPCN: human ABCB6 transporter inhibition; K562-ABCB6 porphyrin accumulation, flow cytometry, 1 h; active compounds read low; Q9NP58; fluorescence ratio to DMSO, % at 10 µM; actives 0.19% (n = 360,000); AID 602162;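 active = fluorescence ratio to DMSO below 75%, the collection mean minus 3 SD; inconclusive = too few cells collected in the well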;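 also: signal is porphyrin accumulated inside mitochondria; 100% equals median channel fluorescence of DMSO control wells; lower ratio means ABCB6 inhibition with less porphyrin fluorescence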
Target sequence (Q9NP58 whole entry, looked up): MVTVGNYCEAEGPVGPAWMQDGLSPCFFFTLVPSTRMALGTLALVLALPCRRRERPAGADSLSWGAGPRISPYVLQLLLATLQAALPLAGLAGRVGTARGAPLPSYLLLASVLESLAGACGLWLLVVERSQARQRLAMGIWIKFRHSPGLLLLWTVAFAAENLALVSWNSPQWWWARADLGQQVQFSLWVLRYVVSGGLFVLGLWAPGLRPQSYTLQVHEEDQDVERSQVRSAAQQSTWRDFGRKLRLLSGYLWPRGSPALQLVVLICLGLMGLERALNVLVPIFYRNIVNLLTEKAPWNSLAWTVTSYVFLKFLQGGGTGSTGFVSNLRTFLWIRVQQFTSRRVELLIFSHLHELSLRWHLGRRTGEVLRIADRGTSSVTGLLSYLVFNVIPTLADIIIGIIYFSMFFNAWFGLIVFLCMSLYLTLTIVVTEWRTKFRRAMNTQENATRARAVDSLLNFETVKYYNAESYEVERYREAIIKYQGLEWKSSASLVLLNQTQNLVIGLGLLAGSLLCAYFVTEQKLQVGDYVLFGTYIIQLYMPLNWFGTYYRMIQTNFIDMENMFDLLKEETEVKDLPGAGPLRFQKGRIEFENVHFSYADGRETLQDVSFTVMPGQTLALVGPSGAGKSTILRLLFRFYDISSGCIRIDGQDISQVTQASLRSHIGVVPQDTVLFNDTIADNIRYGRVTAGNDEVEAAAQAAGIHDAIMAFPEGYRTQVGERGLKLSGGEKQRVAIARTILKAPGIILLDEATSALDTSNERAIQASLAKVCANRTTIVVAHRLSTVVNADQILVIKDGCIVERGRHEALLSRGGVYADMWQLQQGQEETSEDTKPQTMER
m5-HT2A agonist: mouse HTR2A agonism via beta-arrestin recruitment | P35363 | CHO-K1 mHTR2A beta-arrestin complementation, luminescence; percent of 30 µM serotonin response | activation, % at 7.6 µM | actives 0.66% (n = 360,000) | AID 624169;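 active = activation above a run cutoff, the mean activation of all tested compounds plus 3 SD, cut at about 14% in these data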;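 also: 0% = plate median of compound wells and 100% = 30 µM serotonin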
The depositor's hits bear a star; ? = inconclusive; / = not tested or not shown. No enrichment for hits; 4.2% or so of the library scored in one or more.

SMILES | MC4R antag cAMP | MC4R barr agon | N-glyco inh | CaV13 FRET inh | Exocytosis inh | Cardio protect | ABHD5 PLIN5 PPI | PDI turbidity | ABCB6 inh MLPCN | m5-HT2A agonist
O=C(C1=NNC2C(=O)N(c3ccccc3)C(=O)C12)c1nc(Cl)ccc1Cl (stereo unspecified) | -0.5 | -1.8 | 3.1 | -7.6 | 7.3 | -0.5 | -3.6 | -1.9 | 101.0 | -0.6
COc1ccc(N=C(NN)c2ccc3ccccc3n2)cc1 | 8.4 | -1.8 | -19.4 | -16.5 | ? | -9.1 | -6.9 | -0.6 | 91.0 | -2.7
O=C(C1=C[C@@H](c2ccc(Br)cc2)C[C@@H](OCCCCO)O1)N1CCOCC1 | 4.4 | -0.1 | 2.1 | -5.6 | -9.0 | -0.1 | 0.8 | 0.2 | 95.0 | -2.9
COc1ccc(Cc2nc3ccc(C(=O)NCCCSC)cc3o2)cc1OC | 12.6 | -0.7 | -1.7 | -20.9 | -2.3 | -0.5 | 1.4 | 5.6 | 100.0 | -3.3
Cc1ccc(CCNC(=O)c2ccc3nc4ccc(Cl)cc4c(=O)n3c2)cc1 | 6.4 | -0.6 | -0.5 | -19.6 | -3.2 | -5.9 | -0.9 | -8.5 | 100.0 | 1.0
CCc1ccc(C(=O)COC(=O)C(CCSC)NC(=O)C23CC4CC(CC(C4)C2)C3)cc1 (stereo unspecified) | -6.6 | -1.9 | 1.6 | -3.9 | 12.1 | -7.8 | -0.7 | -13.9 | 98.0 | 1.2
CC(C)c1nc(SCC(=O)Nc2ccc(C(=O)O)cc2)c2c3c(sc2n1)CCCC3 | -3.2 | -1.1 | 3.8 | -2.4 | 6.0 | 2.9 | 2.6 | -3.4 | 100.0 | 6.1
CCC1(C)NC(C(=O)O)Cc2c1[nH]c1ccccc21 (stereo unspecified) | 3.4 | -0.7 | 2.8 | -3.8 | 2.2 | 1.8 | 0.5 | 5.5 | 100.0 | 9.3
CCCCc1nnc(NC(=O)C2CC(=O)N(c3ccc(C)cc3)C2)s1 (stereo unspecified) | 1.3 | -0.7 | 4.4 | -2.5 | 4.9 | -3.2 | -5.2 | 2.7 | 100.0 | 1.9
O=C1CCCCN1CCCC(=O)N1CCCC(Nc2ccc(F)cc2)C1 (stereo unspecified) | -4.2 | 0.1 | 1.7 | -7.0 | -7.0 | -2.1 | 6.9 | -2.4 | 103.0 | 6.2
CC(=O)Nc1ccc(NS(=O)(=O)c2c(Cl)cccc2Cl)cc1 | 2.0 | 1.1 | 3.7 | 0.2 | -4.8 | 7.7 | 9.9 | 2.7 | 90.0 | 5.4
Cc1cc(C)cc(N2C(N)=NC(N)=NC2c2ccccc2F)c1 (stereo unspecified) | 18.2 | 3.2 | 2.7 | -19.2 | 9.6 | 3.0 | -4.0 | 4.3 | 97.0 | -3.0
COc1ccc(NC(=O)C(=O)NCCN2CCN(C(=O)c3cccs3)CC2)cc1 | -2.6 | -1.4 | 3.9 | -4.4 | 0.9 | 5.9 | 6.8 | 19.1 | 94.0 | 0.8
Cn1c(SCCC(=O)O)nnc1-c1ccncc1 | -4.6 | 0.1 | 0.2 | -6.2 | -1.4 | 11.1 | 2.8 | 5.2 | 97.0 | -2.2
Cn1cnnc1SCC(=O)Nc1ccc2nc(SCc3ccccc3Cl)sc2c1 | 17.1 | 0.2 | -0.3 | -3.3 | 4.6 | -0.2 | -1.8 | -3.1 | 108.0 | -0.3
CCN(CC(=O)Nc1c(F)cccc1F)C(=O)/C=C/c1ccc(OCC#N)c(OC)c1 | -0.9 | -1.9 | 2.0 | -2.3 | 1.0 | -2.7 | 9.5 | -9.9 | 99.0 | -2.5
Nc1nc(SC2c3cccc4cccc(c34)C2NS(=O)(=O)c2ccccc2)n[nH]1 (stereo unspecified) | -1.9 | -0.5 | -1.4 | -6.2 | 2.2 | 3.9 | 2.0 | -5.5 | 107.0 | -1.3
CCOc1ccccc1CN1CCN(CCCn2cccn2)CC1CCO (stereo unspecified) | 12.4 | -2.2 | 0.9 | -18.6 | -2.3 | 0.8 | 6.7 | -0.4 | 104.0 | -4.2
Cc1nn(CC(=O)Nc2c(F)cc(F)cc2Br)c(=O)c2cccn12 | 17.1 | -1.7 | -0.3 | -7.6 | 1.2 | 5.3 | 1.1 | 0.2 | 99.0 | 0.9
CC[C@]12c3[nH]c4ccc(Cl)cc4c3CCN1C(=O)[C@@H](CC(=O)NCCN1CCOCC1)C[C@@H]2C(=O)N1CCN(C(=O)C2CC2)CC1 | 7.5 | -0.7 | 0.0 | -9.6 | -4.0 | 10.3 | -1.0 | 1.4 | 92.0 | -4.0
CCOc1ccc(-n2c(=O)c3sccc3n(Cc3ccc(C)cc3)c2=O)cc1 | 11.0 | 0.5 | -0.2 | -6.6 | 2.5 | 3.2 | 1.9 | 0.3 | 96.0 | 5.6
COc1ccccc1NS(=O)(=O)c1cccc(NS(=O)(=O)c2cc(C(=O)O)ccc2OC)c1 | 12.7 | -2.3 | 2.0 | -15.7 | -0.2 | 2.2 | 0.4 | -2.7 | 113.0 | 2.3
COc1ccc(C2CC(=O)Oc3c2c(=O)n(C)c2ccccc32)c(OC)c1OC (stereo unspecified) | 26.6 | -2.1 | 2.4 | -7.0 | -2.3 | 5.6 | -3.4 | 2.6 | 103.0 | 0.1
COC(=O)/C(=C\Nc1ccc(OC)cc1)NC(=O)c1ccc(Cl)cc1Cl | -2.6 | -1.7 | 4.2 | / | 1.7 | 6.7 | 4.4 | 6.5 | 100.0 | -4.4
CSc1ccccc1OCc1cc(C(=O)N2CCN3CCCC3C2)no1 (stereo unspecified) | -2.7 | -4.2 | 3.4 | -3.2 | 0.4 | 0.4 | 0.5 | -12.9 | 98.0 | -3.0
COc1ccc(Cl)cc1NC(=O)COC(=O)C1=NNC(=O)CC1 | 8.4 | 0.3 | -1.7 | -6.8 | -2.3 | -1.8 | 19.5 | -2.2 | 96.0 | 4.8
O=c1cc(C(F)(F)F)nc(-c2cccnc2)[nH]1 | 7.9 | 1.2 | 0.3 | -16.8 | -2.3 | 0.9 | -0.5 | -1.8 | 102.0 | 1.4
O=[N+]([O-])c1ccc(N=NN(CCO)CCO)cc1 | 0.0 | -0.3 | -1.1 | -5.2 | -2.4 | 1.3 | -5.3 | 13.8 | 96.0 | 1.4
O=C(C1CCN(S(=O)(=O)c2ccc(Cl)s2)CC1)N1CCN(c2ccccc2)CC1 | 12.0 | 0.9 | -4.9 | -5.3 | 3.2 | -9.6 | -5.0 | -3.6 | 95.0 | -3.1
COc1ccccc1C(=O)NCCC(=O)N1CCN(S(=O)(=O)c2ccc(Cl)cc2)CC1 | -0.1 | 1.3 | 2.3 | -6.9 | -0.9 | -4.9 | -1.6 | -4.7 | 97.0 | 1.6
FC(F)(F)c1ccccc1-c1nc(-c2ccncc2)no1 | 5.6 | -1.5 | 1.8 | -8.6 | 15.4 | -6.1 | -0.5 | 2.9 | 97.0 | 1.8
CN(Cc1ccccc1)C(=O)COC(=O)C12CC3CC(CC(Br)(C3)C1)C2 | 2.3 | -1.5 | 0.3 | -2.9 | -3.9 | -1.8 | 4.1 | 3.6 | 85.0 | 0.5
CCc1c(C)sc(NC(=O)c2ccco2)c1C(=O)N1CCCCC1 | 5.7 | -0.9 | 0.0 | -8.4 | -3.8 | 4.1 | -15.9 | 8.9 | 104.0 | -1.9
CCOC(=O)c1c(C)[nH]c2cc(Br)c(OC)cc12 | -3.4 | 0.3 | 1.6 | / | -11.7 | -6.7 | -6.8 | 1.1 | 193.0 | 0.8
COc1cccc(NC(=O)CN(C)C(=O)c2ccccn2)c1 | -1.2 | -1.6 | -0.1 | -3.5 | 0.5 | 4.6 | 0.8 | -2.3 | 95.0 | -0.9
COc1ccccc1NC(=O)C1=C(C)NC(=O)NC1c1ccccc1[N+](=O)[O-] (stereo unspecified) | -2.0 | -1.4 | 0.7 | -4.5 | -3.3 | -2.7 | -10.0 | 1.1 | 96.0 | -2.9
CCN1CCN(C(=O)C2=CC(c3ccc(OC)cc3)=NS(=O)(=O)N2C)CC1 | 5.1 | 0.9 | 2.6 | -3.3 | -4.0 | 11.7 | -1.2 | / | 90.0 | 4.8
CCCCN1C2CCCC1CC(NC(=O)c1ccccc1Cl)C2 (stereo unspecified) | 1.3 | -0.9 | -0.7 | -4.0 | -2.7 | 3.9 | 0.9 | -3.2 | 100.0 | 3.6
COC(=O)CNC(=O)COC(=O)C(Cc1ccccc1)NC(=O)c1ccco1 (stereo unspecified) | 26.4 | 0.9 | 1.5 | -4.7 | -3.5 | 2.9 | 6.7 | -0.9 | 95.0 | 2.8
CCN(CC(=O)Nc1cc(Cl)ccc1C)C(=O)CSCc1c(C)noc1C | 9.3 | -1.9 | -0.3 | -5.9 | -2.4 | -1.3 | 18.2 | -9.9 | 96.0 | 0.3

3 records drawn at random from those above:
SMILES | MC4R antag cAMP | MC4R barr agon | N-glyco inh | CaV13 FRET inh | Exocytosis inh | Cardio protect | ABHD5 PLIN5 PPI | PDI turbidity | ABCB6 inh MLPCN | m5-HT2A agonist
CCc1c(C)sc(NC(=O)c2ccco2)c1C(=O)N1CCCCC1 | 5.7 | -0.9 | 0.0 | -8.4 | -3.8 | 4.1 | -15.9 | 8.9 | 104.0 | -1.9
COc1cccc(NC(=O)CN(C)C(=O)c2ccccn2)c1 | -1.2 | -1.6 | -0.1 | -3.5 | 0.5 | 4.6 | 0.8 | -2.3 | 95.0 | -0.9
COc1ccccc1NS(=O)(=O)c1cccc(NS(=O)(=O)c2cc(C(=O)O)ccc2OC)c1 | 12.7 | -2.3 | 2.0 | -15.7 | -0.2 | 2.2 | 0.4 | -2.7 | 113.0 | 2.3

Following part:
SMILES | MC4R antag cAMP | MC4R barr agon | N-glyco inh | CaV13 FRET inh | Exocytosis inh | Cardio protect | ABHD5 PLIN5 PPI | PDI turbidity | ABCB6 inh MLPCN | m5-HT2A agonist
COc1ccc(CCc2nnc(CCC(=O)NCc3cnn(-c4ccccc4C)c3)o2)cc1 | 4.0 | -2.5 | -0.9 | -2.7 | -0.2 | 1.7 | 1.1 | 17.0 | 101.0 | 0.3
O=C1OCc2ccc(NC(=O)c3sccc3Cl)cc21 | -0.3 | -0.9 | 2.4 | 9.1 | -5.5 | -5.0 | -5.4 | -0.1 | 96.0 | -5.7
Cc1ccccc1CNC(=O)CCC(=O)N1CCOc2ccc(Cl)cc21 | 4.2 | 0.2 | -0.1 | ? | -0.8 | 1.6 | -2.0 | / | 99.0 | -5.7
O=C(O)c1ccc2c(c1)C(=O)N(Cc1ccc3c(c1)OCO3)C2=O | 15.4 | -1.7 | 0.4 | / | 2.9 | 6.6 | -0.7 | 2.8 | 103.0 | 2.4
